KDM4E inh: blocks human JMJD2E demethylase activity; JMJD2E catalytic domain, FDH-coupled NADH fluorescence (FDH is formaldehyde dehydrogenase); hit rate 1.6% among 230,000; Potency, µM (titrated, usually from 57.1 µM), inactives show at the top dose activity change, negative = inhibition, usual class: inhibitors; active means well fitted inhibition curve with a large enough effect, not every such curve was filed as active; inconclusive means small, poorly fitted or top-dose-only effect, or another doubt; inactive means no such curve, though single readings can be large or run the other way;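 further: 0% = wells with enzyme and -100% = buffer wells without enzyme; nearly all actives have a fitted effect of over 50% in size; many of its hits are not listed in these tables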
Luc counter: counter-screen: inhibitors of Kinase-Glo firefly luciferase | Q27757 | Kinase-Glo luciferase, ATP luminescence, 8 min | Potency, µM (titrated, usually from 38.3 µM), without a hit: top-dose activity change, negative = inhibition, actives largely listed as inhibitors | hit rate 0.28% among 200,000; further: on the % scale 0 is the no-effect control and ±100 the full control effect; nearly all actives have a fitted effect of over 60% in size
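Recombinant Kinase-Glo luciferase, 10 uM ATP (linear range), luciferin; imidazole pH 7.2 / KCl / MgCl2 / Tween / BSA buffer; 8 min RT; luminescence.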
SMN2 splice enh: SMN2 splice variant enhancement. HEK293 SMN2-luciferase splicing reporter, luminescence, 30-36 h. Potency, µM (highest dose often 46.1 µM), without a hit: at the highest dose activity change, positive = activation, actives largely listed as activators. hit rate 2.8% among 210,000. AID 1458; further: % of control where 0% means no effect; nearly all actives have a fitted effect of over 55% in size
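HEK293 cells carry an SMN2 […]–luciferase reporter in which exon 7 inclusion puts luciferase in frame. Cells were plated 10-12 h before compound addition, then incubated 30-36 h at 37C. ONE-Glo luminescence was read; sodium butyrate at 4.5 mM final served as control.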
RECQ1 helicase: blocks DNA unwinding by human RECQ1 | P46063 | RECQ1 DNA unwinding, red fluorescence kinetic read | Potency, µM (top dose mostly 57.3 µM), for the others: top-dose activity, negative = inhibition, usual class: inhibitors | hit rate 0.54% among 240,000;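 further: plate controls were vehicle for no effect and no enzyme for full effect; nearly all actives have a fitted effect of over 30% in size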
Target sequence (P46063 whole entry, looked up): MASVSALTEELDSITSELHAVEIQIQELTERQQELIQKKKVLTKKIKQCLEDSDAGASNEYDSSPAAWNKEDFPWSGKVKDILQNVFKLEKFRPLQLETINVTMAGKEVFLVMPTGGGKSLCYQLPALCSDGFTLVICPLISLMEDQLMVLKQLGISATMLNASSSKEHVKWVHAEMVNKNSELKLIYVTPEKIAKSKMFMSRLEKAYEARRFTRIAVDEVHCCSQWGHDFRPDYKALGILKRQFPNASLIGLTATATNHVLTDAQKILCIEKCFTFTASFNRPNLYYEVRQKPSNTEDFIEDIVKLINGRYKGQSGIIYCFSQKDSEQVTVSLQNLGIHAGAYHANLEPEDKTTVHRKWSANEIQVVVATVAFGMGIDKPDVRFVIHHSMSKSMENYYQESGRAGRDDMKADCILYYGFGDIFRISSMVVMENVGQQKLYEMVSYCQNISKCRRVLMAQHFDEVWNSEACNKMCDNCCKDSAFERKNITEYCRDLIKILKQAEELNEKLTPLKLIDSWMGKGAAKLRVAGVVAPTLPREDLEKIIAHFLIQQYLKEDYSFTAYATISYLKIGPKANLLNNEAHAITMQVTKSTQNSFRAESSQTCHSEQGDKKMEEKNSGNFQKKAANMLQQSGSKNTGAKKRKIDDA
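RECQ1T1 50 nM; forked duplex (20 bp + 30-nt ss tails) 200 nM, ATP 2 mM final; pH 8.0, 2 mM MgCl2, 2.5 ug/ml poly(dI-dC); 15 min compound preincubation; discontinuous kinetic read over 2 h at RT.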
RGS12 GoLoco inh: blocks human Gai1 binding to RGS12 GoLoco peptide, red readout. Gai1:RGS12 GoLoco peptide FP, rhodamine, 10 min. P63096. hit rate 0.44% among 230,000. AID 880. Potency, µM (highest dose often 61.6 µM), inactives show at the top dose activity, negative = inhibition, hits mostly inhibitors; active means well fitted inhibition curve with a large enough effect, not every such curve was filed as active; inactive means no such curve, though single readings can be large or run the other way; further: on the % scale 0 is the no-effect control and ±100 the full control effect; nearly all actives have a fitted effect of over 30% in size; many of its hits are not listed in these tables
Target sequence (P63096 whole entry, looked up): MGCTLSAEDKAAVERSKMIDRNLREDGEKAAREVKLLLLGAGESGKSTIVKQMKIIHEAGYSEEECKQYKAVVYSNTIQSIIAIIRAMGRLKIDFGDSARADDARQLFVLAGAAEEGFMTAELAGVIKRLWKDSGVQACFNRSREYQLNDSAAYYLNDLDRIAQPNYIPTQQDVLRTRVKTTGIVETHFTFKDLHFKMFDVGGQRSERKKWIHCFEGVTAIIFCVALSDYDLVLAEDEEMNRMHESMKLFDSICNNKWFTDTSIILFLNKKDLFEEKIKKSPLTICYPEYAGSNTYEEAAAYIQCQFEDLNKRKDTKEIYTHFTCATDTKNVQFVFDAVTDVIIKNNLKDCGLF
NPSR antagonist: blocks cAMP signaling of the human neuropeptide S receptor. Q6W5P4. CHO-NPSR cells, cAMP TR-FRET, antagonist mode. Potency, µM (series often up to 38.3 µM), without a hit: at the highest dose activity change, negative = inhibition, usual class: inhibitors. hit rate 1% among 220,000; further: on the % scale 0 is the no-effect control and ±100 the full control effect; nearly all actives have a fitted effect of over 50% in size; many of its hits are not listed in these tables
IMPase Li inh: cell-permeable IMPase inhibitors with lithium potentiation; CHO-M1 cells, IP1 TR-FRET (IP-One), carbachol + lithium; hit rate 0.35% among 210,000; AID 1457; Potency, µM (doses to about 59.4 µM), without a hit: at the highest dose activity, negative = IMPase inhibition, most hits filed as inhibitors;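 further: IP1 builds up when IMPase is blocked and the TR-FRET signal falls; plate controls were basal vehicle for no effect and high inhibitor control for full effect; nearly all actives have a fitted effect of over 50% in size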
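CHO cells stably expressing M1 receptor (2000/well) were cultured 16–30 h, then exposed to compounds with a small lithium addition for 30 min at 37C. IP1 was measured by TR-FRET competition; AC50 from Hill fits.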
Epigenetic derep: regulators of epigenetic silencing causing reporter derepression in mouse cells; Potency, µM (top dose mostly 53.9 µM), for inactives: at the highest dose GFP activation, usual class: activators; hit rate 0.2% among 280,000; AID 1865; murine LDR cells, GFP reporter derepression, 30 h; further: % of control where 0% means no effect; nearly all actives have a fitted effect of over 60% in size
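Murine LDR cells carrying a silenced, genomically integrated CMV-driven GFP reporter were exposed to compound for 30 hours at 37 C. After PBS washes, GFP-positive cells (20–120 um objects) were counted by laser-scanning microplate cytometry.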
Starred values were filed as active, the others as inactive; i = inactive; ? = inconclusive; · = not tested or not shown; & = joins results of further samples; [ ] = remark or other dose. Unless noted, the call rests on the fitted dose curve; in most records, active means well fitted curve in the direction sought with a large enough effect; inconclusive means small, poorly fitted or top-dose-only effect, or another doubt; inactive means no such curve, though single readings can be large; an effect the other way counts as inactive or inconclusive. Potency means the concentration at half of the fitted maximal effect. These rows are one share of the data; rates above refer to the full screens.

SMILES	KDM4E inh	Luc counter	SMN2 splice enh	RECQ1 helicase	RGS12 GoLoco inh	NPSR antagonist	IMPase Li inh	Epigenetic derep
Cc1c(C=O)c(=O)n(-c2ccccc2)n1C	-4%	3%	5%	-2%	5%	5%	-6%	2.5%
O=C(N/N=C/C1CC=CCC1)c1ccc(O)cc1O (stereo unspecified)	-29%	-1%	4%	-11%	1%	14%	-4%	3.2%
C=CCN1CCN(C(c2cc(OC)ccc2OC)c2nnnn2CC2CCCO2)CC1 (stereo unspecified)	1%	2%	-15%	0%	-10%	6%[46.1 µM]	18%[38.3 µM]	-6.0%
Cc1cc(C(=O)Nc2nc(-c3ccccn3)cs2)ccc1[N+](=O)[O-]	?	-4%	-69%[inhibitor]	-9%	-6%	-15%	-2%	-2.2%
O=C1CN2C(=N1)N(Cc1ccccc1)c1ccccc12	0%	1%	?	i	4%	3%[46.1 µM]	10%[38.3 µM]	1.0%
O=C(CCn1c(=S)[nH]c2ccccc2c1=O)N1CCOCC1	7%	1%	-1%	-9%	-18%	-26%[46.1 µM]	32%[38.3 µM]	4.7%
O=C(Nc1cccc(S(=O)(=O)N2CCOCC2)c1)C(c1ccccc1)N1CCCCC1 (stereo unspecified)	-10%	2%	7%	-13%	15%	-10%	12%	-2.8%
O=C(C[n+]1cnn(CC(=O)c2ccc(Cl)cc2Cl)c1)c1ccc([N+](=O)[O-])cc1	?	-2%	6%	-9%	10%	25%	2%	0.0%
O=C(NN1CCCCC1)c1cccc(COc2ccc(Cl)cc2)c1	-6%	1%	14µM*	-5%	1%	1%	0%	0.0%
c1ccc(C2Nc3ccccc3Oc3ccccc32)cc1 (stereo unspecified)	-22%	-5%	6%	-9%	-5%	-19%[46.1 µM]	19%	1.2%
CCc1cc2c(=O)[nH]c(N3CCCC3)nc2s1	?	-1%	?	9%	0%	6%	-3%	-5.6%
Nc1nc(Nc2ccccc2)nc(NCc2ccco2)c1[N+](=O)[O-]	-1%	-1%	9%	?	-11%	-8%	17%	-1.8%
CCCCNC(=O)Cn1cnc2c(cnn2-c2ccc(C)c(C)c2)c1=O	6%	-3%	-10%	12%	-9%	?	?	-0.9%
CC(O)CO (stereo unspecified)	·	·	-2%&-9%	-6%&-1%	0%&8%	·	-10%&-12%	·
COc1cc(C(=O)N/N=C/c2ccsc2C)cc(OC)c1OC	-4%	6%	-11%	-17%	10%	?	7%[38.3 µM]	1.1%
COc1cc2ccccc2c2c1CCCC2=O	-5%	1%	-2%	-7%	-2%	?	18%[38.3 µM]	-1.0%
CCCOc1ccc(Cl)cc1CNc1ccccc1	5%	4%	·	i	0%	26%	4%	1.8%
CCOC(=O)Cn1c2ccccc2c2nc3ccccc3nc21	?	-5%	17%	i	7%	-12%[46.1 µM]	22%[38.3 µM]	-1.0%
CCOc1ccc(CC(=O)Nc2nccs2)cc1OCC	-14%	0%	·	-1%	25%	0%	1%	2.5%
COC(=O)c1ccccc1NC(=O)CSc1nnc(COc2cccc(OC)c2)n1C	8%	0%	-18%	-4%	-9%	-14%[46.1 µM]	3%[38.3 µM]	-4.3%
Cc1ccc(C)c(N2CCN(C(=O)c3csc(C)c3C)CC2)c1	-2%	0%	3%	0%	8%	-38%	10%	-0.9%
O=C(Nc1cc(C(F)(F)F)ccc1N1CCOCC1)c1cncc(Br)c1	-14%	1%	2%	-4%	9%	-9%[46.1 µM]	-5%[38.3 µM]	0.7%
Cc1onc(-c2ccccc2Cl)c1C(=O)Oc1cccc2cccnc12	-16%	-1%	-10%	-7%	6%	-50%	4%	?
Cc1c(/C(O)=C2/C(=O)C(=O)N(Cc3cccnc3)C2c2cccs2)cnn1-c1ccccc1 (stereo unspecified)	-2%	2%	-29%	3%	-24%	3%[46.1 µM]	7.1µM*	-1.0%
NC(=O)COC(=O)CSc1cccc2cccc(Cl)c12	-4%	0%	9%	-14%	5%	-43%	?	3.2%
Cc1ccc(S(=O)(=O)CCC(=O)Nc2ccc3c(c2)OCO3)cc1	-10%	2%	-14%	-13%	-12%	-4%[46.1 µM]	17%[38.3 µM]	-7.9%
O=C(OCc1ccc(Cl)cc1)c1cccnc1Cl	-6%	-3%	-2%	i	-2%	-13%	3%	-1.7%
O=C(Nc1ccc(Cl)cc1)N1CCc2ccccc2C1	-2%	-2%	·	-7%	-13%	50%	1%	15%
O=C(O)CCNc1cc2ccccc2cc1C(=O)O	?	9%	-2%	8%	-40%	-3%[46.1 µM]	30%[activator][38.3 µM]	-2.0%
CN(C)Cc1cc(C(C)(C)C)ccc1-c1ccc(C(C)(C)C)cc1CN(C)C	·	-2%[7.66 µM]	-4%[9.22 µM]	·	8%[14.2 µM]	·	-9%	·
CC(=O)c1c(COC(=O)c2ccc(Cl)cc2)nc2ccccc2[n+]1[O-]	2%	·	·	-1%	9%	12%	·	-0.4%
O=C(CN1CCN(Cc2ccc(F)cc2)C1=O)NC1CCCC1	2%	0%	-15%	-4%	0%	3%	-4%	-1.1%
CCC(=O)N=c1n(C)c2ccccc2n1CCOc1ccccc1	4%	-2%	14%	-4%	8%	13%	-2%	-11%
COc1cccc(OCC(O)CN2CCC(CN3C(=O)c4cccc5cccc(c45)C3=O)CC2)c1 (stereo unspecified)	?	2%	-42%	20%	4%	?	9%	0.7%
Cc1cc(NC(=O)c2ccc(S(=O)(=O)N3CCOCC3)cc2)no1	1%	-1%	11%	i	8%	6%	6%	-1.5%
COc1cc(-c2cc(N)n(S(=O)(=O)c3ccccc3)n2)cc(OC)c1OC	5%	16%	3%	-5%	13%	-4%[46.1 µM]	-8%[38.3 µM]	-0.2%
COc1cc2[nH]c(=S)nc(NC3CCCCCC3)c2cc1OC	7%	-1%	-16%	-5%	5%	-20%	-3%	-2.8%
CCOc1cc2[nH]c(=O)n(CCCN3CCCC3=O)c(=O)c2cc1OCC	?	-5%	-15%	-1%	4%	3%[46.1 µM]	2%[38.3 µM]	-0.9%
Cc1cccc(C(O)(C(=O)NNc2ccc3ccccc3n2)c2cccc(C)c2)c1	4%	0%	-24%	-2%	3%	-8%	-7%	0.0%
CSC(N)=NCCC[C@H](N)C(=O)O	-2%	-2%	17%	-9%	12%	-6%[46.1 µM]	7%	0.0%
O=C(Cn1ncc2c(=O)oc3ccccc3c21)N1CCCc2ccccc21	2%	-8%	-5%	-5%	9%	?	-18%[38.3 µM]	-1.1%
CC(C)C(C(=O)Nc1ccc2c(c1)OCCO2)N1C(=O)c2ccccc2C1=O (stereo unspecified)	-9%	1%	-6%	-8%	5%	-17%[46.1 µM]	3%[38.3 µM]	-4.8%
Cn1c(N)c(C(=O)COC(=O)c2ccccc2NCc2ccco2)c(=O)n(C)c1=O	?	4%	-2%	-4%	6%	-9%	8%	-0.1%
Cc1cc(C)c(S(=O)(=O)N2CCOCC2)cc1C	14%	2%	12%	i	7%	14%	1%	2.4%
CCCCCOc1ccc(NC(=O)C(=O)NCC2CCCN2CC)cc1 (stereo unspecified)	-6%	0%	-16%	24%	-1%	6%	22%	-2.5%
CCOCCCNC(=O)C(Cc1ccccc1)NS(=O)(=O)c1cccc2nsnc12 (stereo unspecified)	-9%	8%	-39%[inhibitor]	-4%	-2%	-4%	0%	-2.0%
O=C(Cn1cnc2c(nnn2Cc2ccc(F)cc2)c1=O)N1CCCCC1	3%	0%	15%	-2%	-5%	-2%[46.1 µM]	2%[38.3 µM]	2.9%
Cc1ccc(OCC(=O)Nc2ccc([N+](=O)[O-])cc2)cc1	5%	1%	-15%	-4%	-2%	8%	-6%	-1.6%
O=C(CCCn1c(=S)[nH]c2cc3c(cc2c1=O)OCO3)N1CCN(c2ccccc2F)CC1	0%	0%	-28%	-3%	6%	-23%[46.1 µM]	13%[38.3 µM]	6.3%
CCC(CC)C(=O)NCCN1CCN(C(=O)C(CC)CC)CC1	1%	6%	8%	-4%	0%	-1%[46.1 µM]	-2%[38.3 µM]	-2.3%

Part of the list above, limited to NPSR antagonist, SMN2 splice enh and RECQ1 helicase.
mol | NPSR antagonist | SMN2 splice enh | RECQ1 helicase
O=C(Cn1ncc2c(=O)oc3ccccc3c21)N1CCCc2ccccc21 | ? | -5% | -5%
CC(C)C(C(=O)Nc1ccc2c(c1)OCCO2)N1C(=O)c2ccccc2C1=O (stereo unspecified) | -17%[46.1 µM] | -6% | -8%
Cn1c(N)c(C(=O)COC(=O)c2ccccc2NCc2ccco2)c(=O)n(C)c1=O | -9% | -2% | -4%

Next part.
SMILES	KDM4E inh	Luc counter	SMN2 splice enh	RECQ1 helicase	RGS12 GoLoco inh	NPSR antagonist	IMPase Li inh	Epigenetic derep
O=C(CSCc1c(F)cccc1Cl)NCCSCc1ccco1	-6%	5%	-3%	-8%	6%	-7%	-3%	-0.8%[10.1 µM]
COc1cc(SC)ccc1C(=O)NCCc1ccccc1	6%	-3%	10µM*	0%	23%	-23%	9%	0.0%
CCN(CC)S(=O)(=O)c1cccc(NN=c2c(=O)c3ccccc3c2=O)c1	?	·	·	i	-3%	0%	·	-1.1%
Cc1onc(-c2ccccc2)c1C(=O)n1cccn1	0%	-1%	17%	-5%	-8%	5%[46.1 µM]	28%[38.3 µM]	-1.0%
Cc1c(NC(=O)Nc2ccccc2)cccc1[N+](=O)[O-]	11%	5%	-8%	-1%	-6%	6%	11%	-0.9%
CC(C)N=C(Nc1ccccc1)c1cccnc1	2%	0%	-2%	i	1%	-4%[46.1 µM]	0%[38.3 µM]	1.3%
CCc1c(C)nc2ncnn2c1N1CCCC(C(=O)Nc2ccc(NC(C)=O)cc2)C1 (stereo unspecified)	-10%	-5%	-3%	-6%	1%	-2%[46.1 µM]	-21%[38.3 µM]	0.8%
COc1ccccc1/C=C(/C(=O)OCC(=O)Nc1ccccc1C(C)C)c1ccccc1	6%	1%	-20%	-9%	-3%	-49%	7%	0.0%
c1ccc(-c2nnc(N3CCOCC3)c3ccccc23)cc1	-3%	0%	·	-12%	2%	-15%	0%	-1.1%
Cc1ccc(CCNC(=O)C2CCC(=O)N2Cc2cccnc2)cc1 (stereo unspecified)	0%	2%	0%	-19%	-10%	-10%[46.1 µM]	13%[38.3 µM]	-1.1%
